# Compound activity: PubChem BioAssay, The Scripps Research Institute Molecular Screening Center
# pPAFAH FP inh – pPAFAH (human) enzyme inhibition | inhibition, % at 3.39 µM | recombinant pPAFAH, FP-rhodamine probe fluorescence polarization | 1.5% of 330,000 active | Q13093;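 active = inhibition above the mean inhibition across the screen plus 3 SD, cut at about 25% in these data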;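 note: inhibitors block binding of the rhodamine activity-based probe so polarization drops; 0% = enzyme with DMSO and 100% = wells lacking pPAFAH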
# Fam108B counter – Fam108B inhibition, counter-screen for RBBP9 inhibitors | recombinant Fam108B, FP-Rh probe fluorescence polarization | inhibition, % at 9.51 µM | 0.33% of 300,000 active | AID 1947;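 active = inhibition above the screen mean inhibition plus 3 SD, computed separately per campaign, cut at about 18% in these data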;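 note: inhibitors lower polarization as less probe binds the enzyme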
# PAD4 FP inh – inhibitors of human PAD4; recombinant PAD4, RCA probe fluorescence polarization; inhibition, % at 6.36 µM; 0.41% of 330,000 active; AID 485272;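 active = percent inhibition above a cutoff equal to the mean of all tested compounds plus 3 SD, cut at about 15% in these data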;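 note: 0% = PAD4 with RCA probe and DMSO and 100% = probe without PAD4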
# PME-1 primary – blocks human protein phosphatase methylesterase 1; inhibition, % at 5.9 µM; AID 2130; 0.53% of 320,000 active; recombinant PME-1, FP-Rh probe fluorescence polarization;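 active = inhibition above the campaign mean of all compounds plus 3 SD, cut at about 26% in these data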;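 note: competitive labeling of PME-1 active site by serine hydrolase directed probe; 0% = PME-1 with DMSO and 100% = wells lacking PME-1 enzyme; inhibitors block probe labeling so polarization falls and inhibition rises; many of its hits are not listed in these tables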
# Target sequence (Q9Y570 whole entry, looked up): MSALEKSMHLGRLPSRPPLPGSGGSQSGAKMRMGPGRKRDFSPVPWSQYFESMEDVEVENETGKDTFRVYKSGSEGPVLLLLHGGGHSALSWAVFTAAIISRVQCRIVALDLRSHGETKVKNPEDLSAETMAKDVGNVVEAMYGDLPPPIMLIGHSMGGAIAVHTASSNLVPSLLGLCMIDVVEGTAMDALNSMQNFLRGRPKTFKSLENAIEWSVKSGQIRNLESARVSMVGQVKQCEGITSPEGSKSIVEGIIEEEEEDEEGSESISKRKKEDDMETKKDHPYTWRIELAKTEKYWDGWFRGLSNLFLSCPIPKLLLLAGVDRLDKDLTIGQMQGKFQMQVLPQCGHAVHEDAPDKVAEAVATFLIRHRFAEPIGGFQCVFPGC
# LYPLA1 inh – counter-screen for PME1 inhibitors: inhibitors of human LYPLA1. O75608. recombinant LYPLA1, FP-Rh probe fluorescence polarization. inhibition, % at 5.9 µM. 0.16% of 320,000 active;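 active = inhibition above the mean of all tested compounds plus 3 SD, set per campaign, cut at about 14% in these data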;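 note: inhibitors block serine hydrolase probe labeling of LYPLA1 so polarization falls; 0% = enzyme with DMSO and 100% = wells lacking LYPLA1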
# PAFAH1B3 inh – PAFAH1B3 (human) inhibition; Q15102; recombinant PAFAH1B3, FP-rhodamine probe, fluorescence polarization; inhibition, % at 3.39 µM; 0.28% of 340,000 active; AID 492972;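 active = inhibition above the screen-wide average of all tested compounds plus 3 SD, cut at about 25% in these data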;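 note: 0% = enzyme with DMSO only and 100% = wells lacking PAFAH1B3 protein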
# GSTO1 counter – blocks human GSTO1 in RBBP9 counter-screen; P78417; recombinant GSTO1, activity-based probe fluorescence polarization; inhibition, % at 5.96 µM; 1.1% of 300,000 active; AID 1974;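 active = inhibition above the campaign mean inhibition plus 3 SD, cut at about 35% in these data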;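 note: 0% = GSTO1-1 with DMSO and 100% = wells lacking GSTO1-1 enzyme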
# Target sequence (P78417 whole entry, looked up): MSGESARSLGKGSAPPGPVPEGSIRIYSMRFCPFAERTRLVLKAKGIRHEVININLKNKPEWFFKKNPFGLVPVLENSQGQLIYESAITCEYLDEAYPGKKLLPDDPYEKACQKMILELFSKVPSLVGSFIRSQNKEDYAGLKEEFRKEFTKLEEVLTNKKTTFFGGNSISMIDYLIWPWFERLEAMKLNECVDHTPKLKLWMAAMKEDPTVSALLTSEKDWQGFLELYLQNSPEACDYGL
# PAFAH1B2 FP inh – blocks human PAF acetylhydrolase 1b catalytic subunit 2; P68402; inhibition, % at 3.39 µM; AID 492953; 1.2% of 340,000 active; recombinant PAFAH1B2, FP-rhodamine activity probe, fluorescence polarization;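 active = inhibition above the mean of all tested compounds plus 3 SD, cut at about 24% in these data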;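 note: 0% = enzyme with DMSO and 100% = wells lacking PAFAH1B2; many of its hits are not listed in these tables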
# Target sequence (P68402 whole entry, looked up): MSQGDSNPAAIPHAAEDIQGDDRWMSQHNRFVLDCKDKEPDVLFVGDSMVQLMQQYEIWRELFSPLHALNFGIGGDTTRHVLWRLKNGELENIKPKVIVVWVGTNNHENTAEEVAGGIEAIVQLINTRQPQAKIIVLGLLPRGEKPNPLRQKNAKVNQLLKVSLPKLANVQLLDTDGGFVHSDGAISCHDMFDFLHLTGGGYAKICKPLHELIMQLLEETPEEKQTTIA
# PAFAH2 FP inh – inhibitors of human PAFAH2; inhibition, % at 3.39 µM; recombinant PAFAH2, FP-rhodamine activity probe, fluorescence polarization; Q99487; 0.99% of 340,000 active;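 active = inhibition above the mean over all tested compounds plus 3 SD, cut at about 30% in these data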;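 note: inhibitors block probe labeling of enzyme so polarization drops; 0% = enzyme with DMSO and 100% = wells lacking PAFAH2 protein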
# Starred values were filed as active, the others as inactive; . = not tested or not shown.
Molecule,pPAFAH FP inh,Fam108B counter,PAD4 FP inh,PME-1 primary,LYPLA1 inh,PAFAH1B3 inh,GSTO1 counter,PAFAH1B2 FP inh,PAFAH2 FP inh
CN(C)C(=O)CCc1ccc2c3c([nH]c2c1)[C@]1(CCC2CCCC2)[C@@H](C(=O)N2CCOCC2)C[C@H](CC(=O)NCCc2ccccn2)C(=O)N1CC3,6,.,1,.,.,7,.,2,3
CCCCn1nc(C(=O)Nc2ccc3c(c2)OCCO3)c2ccccc2c1=O,-2,.,-2,1,-7,-5,.,0,0
O=C(Cn1cc(C(F)(F)F)ccc1=O)N/N=C/c1ccccc1,3,-1,3,1,4,7,-7,6,0
Cc1ccc(S(=O)(=O)CCC(=O)Nc2cccc(Cl)c2)cc1,7,0,-2,5,-1,2,0,2,6
CC(C)C(NC(=O)C(C)N1C(=O)c2ccccc2C1=O)c1ccccc1 (stereo not drawn),2,0,0,-6,-4,-5,-2,5,5
COc1ccc(C(=O)NCCc2ccc(C)cc2)cc1OC1CCN(C(C)=O)CC1,4,0,-1,6,-1,2,1,4,11
CCN(CC)CCN(C(=O)c1cc2c(ccc3ccccc32)oc1=O)c1nc2cc3c(cc2s1)OCCO3,3,-3,2,0,-2,-6,-3,1,-4
COc1cc(CNc2cccc(F)c2)cc(Br)c1O,5,5,-5,4,-5,4,14,4,3
CC(=O)Nc1ccc(S(=O)(=O)NCCC(=O)NCc2ccncc2)cc1,4,3,0,3,1,4,4,3,-5
Cc1cc(C(=O)NCCc2ccc(S(N)(=O)=O)cc2)no1,0,-1,0,5,1,7,4,1,-1
COc1ccc(Oc2ncccc2NC(=O)c2cccc(C)c2C)cc1,-1,-1,-4,-2,-1,-1,7,-2,0
Cc1cc([N+](=O)[O-])nn1CC(=O)Nc1ccc(Cl)cn1,2,-1,0,3,-2,9,10,10,8
Cc1ccc(-n2c(N)cc(=O)nc2SCC(=O)N2CCN(c3ccccc3)CC2)cc1C,-2,-3,1,12,1,10,5,3,0
COc1ccc(N(S(=O)(=O)c2ccccc2)S(=O)(=O)c2ccccc2)c(N)c1,1,0,4,9,-3,9,5,0,1
O=C1NCCCc2nc(Oc3ccccc3)sc21,3,3,1,2,2,-1,-3,0,-4
Cc1cc(Nc2cccc(Br)c2)c2ccccc2n1,2,1,-1,1,0,4,6,-3,50*
N#CC1=C(N)Oc2cc(O)ccc2C1c1ccccc1 (stereo not drawn),7,1,-1,3,2,7,-7,15,3
CC(=O)N1c2ccc(S(=O)(=O)NCCc3ccc(S(N)(=O)=O)cc3)cc2CC1C (stereo not drawn),3,-1,0,-4,2,7,4,7,9
O=C(N/N=C/C=C/c1ccccc1[N+](=O)[O-])c1cc(-c2ccccc2)n[nH]1,1,-11,0,-30,-19,-14,-13,-4,-14
Cc1nn(CC(=O)N(C)C)c(C)c1S(=O)(=O)N1CCOCC1,1,.,3,4,4,15,.,2,7
Cc1ccc(OC(=O)c2ccc(Br)o2)cc1,4,2,0,-6,1,7,4,3,6
O=C(Nc1ccc(NC(=O)c2ccco2)cc1)c1ccco1,4,-7,3,-2,-2,8,3,1,-3
CCOc1ccc(/C(CCC(=O)O)=N/NC(=O)c2cccc(S(=O)(=O)Nc3ccccc3OC)c2)cc1,-3,.,3,.,.,1,.,-2,3
Cc1nc2c(ncn2-c2ccccc2)c(=O)n1NC(=O)CN1CCN(C)CC1,2,3,0,-5,0,5,-6,2,-5
CCOc1ccccc1N(CC(=O)NC1CCCC1)C(=O)CCCC(=O)Nc1ccccn1,4,-2,1,7,3,9,7,1,-4
CC1CC(C)CN(S(=O)(=O)N2CCCC(C(=O)NC(C)c3ccccc3)C2)C1 (stereo not drawn),3,5,0,1,2,6,5,10,3
CC(C)c1ccc(C2C(C(=O)c3ccco3)=C(O)C(=O)N2CC2CCCO2)cc1 (stereo not drawn),-2,1,-1,0,2,0,10,4,-7
CN1CCCCCC1C(=O)N1CCC(N2CCC(C(=O)N3CCOCC3)CC2)CC1 (stereo not drawn),-7,2,0,-5,-5,1,19,9,8
Cc1nnc(SCC(=O)NC(=O)NCCC(C)C)s1,1,1,-4,-2,1,.,3,.,.
COC(=O)C(C(=O)Nc1nc2ccccc2s1)C1CCCC1 (stereo not drawn),3,1,-1,-1,-2,5,-3,-3,3
CN1C(=S)SC(C)(C)C1/[N+]([O-])=C/c1cccnc1 (stereo not drawn),-2,1,-3,0,-4,14,-2,3,0
Cc1cccc(N2N=C(C(=O)O)CCC2=O)c1,4,1,-3,-3,-1,2,-10,-6,-1
O=C(NC(=S)NC1CCSC1=O)c1ccccc1Cl (stereo not drawn),-2,0,-1,1,4,3,-12,6,0
CCCCn1c(N)c(N(CC(C)C)C(=O)c2ccc(Br)o2)c(=O)[nH]c1=O,1,-1,0,-2,0,2,13,2,-4
CCN(CC)CCNC(=O)COc1ccc(Cl)cc1Cl,4,-1,-4,-1,-1,5,7,4,2
CCOC(=O)C1Nc2c(cc(C(F)(F)F)cc2[N+](=O)[O-])C2c3ccccc3CC12 (stereo not drawn),-3,1,6,-5,-3,8,2,-3,-1
CN(C)CCCN1C(=O)c2cccc3c([N+](=O)[O-])ccc(c23)C1=O,5,3,2,12,-2,21,4,9,4
CCc1cccc2c1Sc1ccccc1CC2N1CCNCC1 (stereo not drawn),-4,0,2,3,0,7,1,2,-4
CCOC(=O)c1c(NC(=O)CSc2ncccn2)sc2c1CC(C)(C)NC2(C)C,6,1,-1,6,-1,-6,-2,-3,6
Cc1cccc(NC(=O)c2ccc3c(c2)C(=O)N(c2ccccn2)C3=O)c1C,3,-3,-2,0,-1,-4,0,0,0

# Laid out differently: 15 of the compounds above.
# Every second line gives: pPAFAH FP inh	Fam108B counter	PAD4 FP inh	PME-1 primary	LYPLA1 inh	PAFAH1B3 inh	GSTO1 counter	PAFAH1B2 FP inh	PAFAH2 FP inh
Cc1ccc(OC(=O)c2ccc(Br)o2)cc1
    4	2	0	-6	1	7	4	3	6
O=C(Nc1ccc(NC(=O)c2ccco2)cc1)c1ccco1
    4	-7	3	-2	-2	8	3	1	-3
CCOc1ccc(/C(CCC(=O)O)=N/NC(=O)c2cccc(S(=O)(=O)Nc3ccccc3OC)c2)cc1
    -3	.	3	.	.	1	.	-2	3
Cc1nc2c(ncn2-c2ccccc2)c(=O)n1NC(=O)CN1CCN(C)CC1
    2	3	0	-5	0	5	-6	2	-5
CCOc1ccccc1N(CC(=O)NC1CCCC1)C(=O)CCCC(=O)Nc1ccccn1
    4	-2	1	7	3	9	7	1	-4
CC1CC(C)CN(S(=O)(=O)N2CCCC(C(=O)NC(C)c3ccccc3)C2)C1 (stereo not drawn)
    3	5	0	1	2	6	5	10	3
CC(C)c1ccc(C2C(C(=O)c3ccco3)=C(O)C(=O)N2CC2CCCO2)cc1 (stereo not drawn)
    -2	1	-1	0	2	0	10	4	-7
CN1CCCCCC1C(=O)N1CCC(N2CCC(C(=O)N3CCOCC3)CC2)CC1 (stereo not drawn)
    -7	2	0	-5	-5	1	19	9	8
Cc1nnc(SCC(=O)NC(=O)NCCC(C)C)s1
    1	1	-4	-2	1	.	3	.	.
COC(=O)C(C(=O)Nc1nc2ccccc2s1)C1CCCC1 (stereo not drawn)
    3	1	-1	-1	-2	5	-3	-3	3
CN1C(=S)SC(C)(C)C1/[N+]([O-])=C/c1cccnc1 (stereo not drawn)
    -2	1	-3	0	-4	14	-2	3	0
Cc1cccc(N2N=C(C(=O)O)CCC2=O)c1
    4	1	-3	-3	-1	2	-10	-6	-1
O=C(NC(=S)NC1CCSC1=O)c1ccccc1Cl (stereo not drawn)
    -2	0	-1	1	4	3	-12	6	0
CCCCn1c(N)c(N(CC(C)C)C(=O)c2ccc(Br)o2)c(=O)[nH]c1=O
    1	-1	0	-2	0	2	13	2	-4
CCN(CC)CCNC(=O)COc1ccc(Cl)cc1Cl
    4	-1	-4	-1	-1	5	7	4	2

# More compounds:
Molecule,pPAFAH FP inh,Fam108B counter,PAD4 FP inh,PME-1 primary,LYPLA1 inh,PAFAH1B3 inh,GSTO1 counter,PAFAH1B2 FP inh,PAFAH2 FP inh
CCCC(=O)N(Cc1cc(=O)[nH]c2ccccc12)c1ccccc1,1,-2,4,1,-2,10,-6,5,2
CCC1N=C(SC)NC(C)=C1C(=O)c1ccccc1 (stereo not drawn),-9,-3,-6,-5,-1,9,9,1,-2
COc1ccc(NC(=O)C(=O)c2cn(CC(=O)N3CCCC3)c3ccccc23)cc1OC,0,-1,3,3,1,0,1,1,-2
Cc1ccc(Cl)cc1NC(=O)CCC(=O)O,2,3,-3,2,-2,10,64*,3,-5
CCCCN1C(=O)C2Cc3c([nH]c4ccccc34)CN2C1=S (stereo not drawn),8,-1,1,22,-2,-1,2,1,-5
Cc1nnc(SCC(=O)N2CC(=O)Nc3ccccc32)n1C,0,4,-2,2,-5,4,3,4,0
Cc1ccccc1NC(=S)Nc1ccc(Br)cc1,7,4,-6,2,-3,12,3,12,-14
COc1ccc2nc(NC(=O)c3ccc(Br)s3)sc2c1,-1,-3,-4,-13,-6,-3,-3,-3,-6
Cc1noc(C)c1CSCC(=O)N(C)CC(=O)Nc1ccc(Cl)c(C(F)(F)F)c1,4,2,-1,4,0,12,1,7,-1
CCOCCCNCc1ccc(OCCC(C)C)c(OC)c1,4,-1,-4,2,4,2,-1,2,4
CCOC(=O)[C@H]1[C@H]2COc3cc(OC)ccc3[C@@H]2N2C(=O)CN(Cc3ccc(OC)cc3)C(=O)[C@@]12C,-6,.,-2,-4,2,4,.,6,5
Cc1c(C(=O)NCCS(=O)(=O)N2CCN(c3ccccc3F)CC2)cccc1[N+](=O)[O-],-2,2,2,-2,3,5,1,4,-1

# A portion of the library, so the mix of outcomes need not match the whole.
